LYPLA2 counter: counter-screen for PME1 inhibitors: inhibitors of human LYPLA2. 0.38% of 320,000 active. AID 2177. O95372. recombinant LYPLA2, FP-Rh probe fluorescence polarization. inhibition, % at 5.9 µM;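 active = inhibition above the screen-wide mean plus 3 SD, limit set per campaign, cut at about 26% in these data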;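 also: 0% = LYPLA2 with DMSO and 100% = wells lacking LYPLA2 enzyme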
PAFAH1B3 inh: PAFAH1B3 (human) inhibition | AID 492972 | recombinant PAFAH1B3, FP-rhodamine probe, fluorescence polarization | inhibition, % at 3.39 µM | 0.28% of 340,000 active | Q15102;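 active = inhibition above the screen-wide average of all tested compounds plus 3 SD, cut at about 25% in these data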;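 also: 0% = enzyme with DMSO only and 100% = wells lacking PAFAH1B3 protein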
Target sequence (Q15102 whole entry, looked up): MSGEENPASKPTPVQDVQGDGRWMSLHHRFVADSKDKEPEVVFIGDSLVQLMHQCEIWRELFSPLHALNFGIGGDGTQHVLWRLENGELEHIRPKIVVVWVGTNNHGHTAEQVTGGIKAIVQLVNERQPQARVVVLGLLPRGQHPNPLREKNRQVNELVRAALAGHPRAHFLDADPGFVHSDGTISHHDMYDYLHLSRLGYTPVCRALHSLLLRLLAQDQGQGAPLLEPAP
pPAFAH FP inh: inhibitors of human plasma PAF acetylhydrolase (pPAFAH). AID 463082. recombinant pPAFAH, FP-rhodamine probe fluorescence polarization. 1.5% of 330,000 active. inhibition, % at 3.39 µM. Q13093;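 active = inhibition above the mean inhibition across the screen plus 3 SD, cut at about 25% in these data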;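 also: inhibitors block binding of the rhodamine activity-based probe so polarization drops; 0% = enzyme with DMSO and 100% = wells lacking pPAFAH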
EBNA-1 inhibitor: blocks EBNA-1 binding to DNA. EBNA-1 DNA binding, fluorescence polarization. 0.34% of 300,000 active. inhibition, % at 14.8 µM; in the data active = inhibition above about 28%
ZTA counter: ZTA (EBV) inhibition in EBNA-1 counter-screen; P03206; ZTA-DNA binding, fluorescence polarization; inhibition, % at 11 µM; 0.15% of 320,000 active; AID 2234; in the data active = inhibition above about 33%
Target sequence (P03206 whole entry, looked up): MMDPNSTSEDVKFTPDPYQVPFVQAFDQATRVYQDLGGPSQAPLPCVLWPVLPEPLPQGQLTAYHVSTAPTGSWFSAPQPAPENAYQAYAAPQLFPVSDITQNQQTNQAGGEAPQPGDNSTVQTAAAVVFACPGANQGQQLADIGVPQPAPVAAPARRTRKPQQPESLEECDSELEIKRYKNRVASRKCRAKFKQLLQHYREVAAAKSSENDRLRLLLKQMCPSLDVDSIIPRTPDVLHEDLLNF
PAFAH2 FP inh: inhibitors of human PAFAH2 | Q99487 | recombinant PAFAH2, FP-rhodamine activity probe, fluorescence polarization | inhibition, % at 3.39 µM | 0.99% of 340,000 active | AID 492956;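 active = inhibition above the mean over all tested compounds plus 3 SD, cut at about 30% in these data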;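 also: inhibitors block probe labeling of enzyme so polarization drops; 0% = enzyme with DMSO and 100% = wells lacking PAFAH2 protein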
LYPLA1 inh: counter-screen for PME1 inhibitors: inhibitors of human LYPLA1 | O75608 | recombinant LYPLA1, FP-Rh probe fluorescence polarization | inhibition, % at 5.9 µM | 0.16% of 320,000 active;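 active = inhibition above the mean of all tested compounds plus 3 SD, set per campaign, cut at about 14% in these data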;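 also: inhibitors block serine hydrolase probe labeling of LYPLA1 so polarization falls; 0% = enzyme with DMSO and 100% = wells lacking LYPLA1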
Target sequence (O75608 whole entry, looked up): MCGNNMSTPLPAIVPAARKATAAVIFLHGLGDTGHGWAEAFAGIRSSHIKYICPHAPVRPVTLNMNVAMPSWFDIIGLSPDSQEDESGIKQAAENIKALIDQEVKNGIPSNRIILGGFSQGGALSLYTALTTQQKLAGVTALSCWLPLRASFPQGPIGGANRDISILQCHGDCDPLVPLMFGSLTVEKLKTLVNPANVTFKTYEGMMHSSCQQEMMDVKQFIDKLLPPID
PREPL inhibitor: inhibitors of human prolyl oligopeptidase-like enzyme PREPL. recombinant PREPL, fluorescence polarization activity-based probe. inhibition, % at 5.96 µM. 0.68% of 320,000 active. AID 2751; in the data active = inhibition above about 43%;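 also: 0% = enzyme with DMSO and 100% = wells lacking enzyme; many of its hits are not listed in these tables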
PAFAH1B2 inh: inhibitors of human PAFAH1B2. 1.2% of 340,000 active. inhibition, % at 3.39 µM. recombinant PAFAH1B2, FP-rhodamine activity probe, fluorescence polarization. P68402;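 active = inhibition above the mean of all tested compounds plus 3 SD, cut at about 24% in these data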;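 also: 0% = enzyme with DMSO and 100% = wells lacking PAFAH1B2; many of its hits are not listed in these tables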
Target sequence (P68402 whole entry, looked up): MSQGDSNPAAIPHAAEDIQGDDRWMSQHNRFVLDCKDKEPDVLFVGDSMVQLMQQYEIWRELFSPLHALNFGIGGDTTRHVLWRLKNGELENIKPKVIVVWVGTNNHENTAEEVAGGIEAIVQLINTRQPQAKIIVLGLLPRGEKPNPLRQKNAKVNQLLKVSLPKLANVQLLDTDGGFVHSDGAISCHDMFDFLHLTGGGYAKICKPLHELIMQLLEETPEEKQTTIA
* = called active by the depositor; nt = no result given.

Key to letters: A = LYPLA2 counter; B = PAFAH1B3 inh; C = pPAFAH FP inh; D = EBNA-1 inhibitor; E = ZTA counter; F = PAFAH2 FP inh; G = LYPLA1 inh; H = PREPL inhibitor; I = PAFAH1B2 inh
> O=C(NCCCn1ccnc1)C(=O)c1cn(CC(=O)N2CCCCCC2)c2ccccc12
  A = -8; B = 4; C = 4; D = 10; E = 15; F = 3; G = -3; H = 0; I = 9
> CC1=NNC(=O)C1CCC(=O)N/N=C\c1ccc(Cl)c(Cl)c1 (stereo not given)
  A = 4; B = 3; C = 4; D = -4; E = -10; F = 7; G = -2; H = 1; I = 7
> CC(C)CN(C(=O)CN(C)CC(=O)Nc1ccc(Cl)c(C(F)(F)F)c1)c1c(N)n(CC(C)C)c(=O)[nH]c1=O
  A = nt; B = 7; C = 6; D = nt; E = nt; F = -1; G = nt; H = 22; I = 6
> COc1cc(OC)nc(Oc2ccccc2/C=N/O)n1
  A = -4; B = -5; C = 1; D = -4; E = 1; F = 4; G = 0; H = 0; I = 3
> O=S1(=O)CCC(N=Nc2c(O)n(Cc3ccccc3)c3ccccc23)C1 (stereo not given)
  A = 5; B = -1; C = 0; D = 4; E = -19; F = 3; G = 6; H = -9; I = 4
> Cc1noc(C)c1COC(=O)c1ccccc1NC(=O)Cc1ccccc1
  A = 9; B = 5; C = 13; D = 2; E = -30; F = 1; G = 6; H = 12; I = -3
> O=C1C(Cl)=C(N2CCCCC2)C(=O)N1c1ccccc1
  A = 3; B = -3; C = 1; D = -4; E = -6; F = 2; G = -1; H = -3; I = 1
> O=C(Cc1csc(NC(=O)Nc2ccc(Cl)cc2)n1)NCc1cccnc1
  A = -2; B = 2; C = 8; D = -1; E = -21; F = -9; G = -5; H = 10; I = 6
> CCN(CC)S(=O)(=O)c1ccc(N2CCOCC2)c(NC(=O)Cc2ccccc2F)c1
  A = 3; B = -2; C = 8; D = -3; E = -10; F = 3; G = 1; H = 6; I = 9
> CCCN1CCN(C(=O)Cn2cccc2C(=O)c2ccccc2)CC1
  A = -2; B = 6; C = 1; D = 0; E = -1; F = 2; G = 2; H = 2; I = -2
> Cc1n[nH]c(C)c1CCN(C)Cc1cn(C)nc1-c1ccc2c(c1)OCCO2
  A = 2; B = 8; C = 0; D = 1; E = 0; F = 7; G = -2; H = 19; I = 2
> O=C1C(=O)N(CCCn2ccnc2)C(c2ccc(Cl)cc2)/C1=C(\O)c1ccc2c(c1)OCCO2 (stereo not given)
  A = 0; B = 10; C = 2; D = -1; E = 12; F = 6; G = 3; H = 4; I = 3
> Cc1c(NC(=O)COC(=O)c2cc3c4ccccc4n(C)c3s2)c(=O)n(-c2ccccc2)n1C
  A = -1; B = 1; C = 24; D = -3; E = 0; F = 26; G = -6; H = 5; I = 2
> Cc1ccccc1NC(=O)NCCCN1CCCC1=O
  A = -1; B = 0; C = 4; D = 7; E = 6; F = -7; G = 1; H = 1; I = 0
> COc1ccc(CN2C(=O)NC3(CCOc4ccccc43)C2=O)cc1F (stereo not given)
  A = -1; B = 4; C = -5; D = 4; E = 5; F = -6; G = 3; H = -15; I = -1

Some of these compounds in order of the pPAFAH FP inh value, high to low:
SMILES | PAFAH1B3 inh | pPAFAH FP inh | EBNA-1 inhibitor | PAFAH2 FP inh | PREPL inhibitor | PAFAH1B2 inh
Cc1c(NC(=O)COC(=O)c2cc3c4ccccc4n(C)c3s2)c(=O)n(-c2ccccc2)n1C | 1 | 24 | -3 | 26 | 5 | 2
Cc1ccccc1NC(=O)NCCCN1CCCC1=O | 0 | 4 | 7 | -7 | 1 | 0
Cc1n[nH]c(C)c1CCN(C)Cc1cn(C)nc1-c1ccc2c(c1)OCCO2 | 8 | 0 | 1 | 7 | 19 | 2

Remaining list, next part.
Key to letters: A = LYPLA2 counter; B = PAFAH1B3 inh; C = pPAFAH FP inh; D = EBNA-1 inhibitor; E = ZTA counter; F = PAFAH2 FP inh; G = LYPLA1 inh; H = PREPL inhibitor; I = PAFAH1B2 inh
> C=CCNC(=O)CC12CC3CC(C1)CC(CC(=O)NCC=C)(C3)C2
  A = 3; B = 5; C = 1; D = 4; E = -3; F = -1; G = 4; H = 10; I = 4
> COC(=O)[C@H](Cc1ccccc1)NC(=O)O[C@H]1C(=O)c2ccc(OC)cc2O[C@@H]1c1ccc2c(c1)OCO2
  A = 5; B = nt; C = 4; D = 29*; E = -24; F = nt; G = -2; H = 4; I = nt
> CC(NC(=O)CCC(=O)NCc1ccc(F)cc1)c1ccccc1 (stereo not given)
  A = 1; B = 9; C = 2; D = -4; E = -3; F = 2; G = 1; H = 4; I = 3
> O=C(COc1ccc(Cl)cc1Cl)N/N=C1\CCCc2ccccc21
  A = 3; B = -3; C = 0; D = 1; E = -4; F = -2; G = -1; H = 2; I = 9
> CN(C(=O)COC(=O)c1ccc(S(=O)(=O)N2CCOCC2)cc1)C1CCCCC1
  A = 5; B = 1; C = 3; D = 3; E = -15; F = 2; G = 2; H = 11; I = -2
> CN(C)c1ccc(C2Nc3ccccc3C(=O)N2CCN2CCNC2=O)cc1 (stereo not given)
  A = 2; B = 4; C = 2; D = -7; E = -8; F = 1; G = -3; H = 24; I = -1
> O=C(Nc1cc(C(F)(F)F)ccc1-n1cncn1)c1cn2ccccc2n1
  A = nt; B = 11; C = 6; D = nt; E = nt; F = 2; G = nt; H = 9; I = 5
> COc1ccccc1CNC(=O)COC(=O)c1ccc(NC(N)=O)cc1
  A = -14; B = -3; C = 0; D = -3; E = 16; F = 56*; G = -13; H = -5; I = 2
> CCCCCCNC(=O)c1ncn[nH]1
  A = 1; B = -7; C = 0; D = -4; E = -5; F = -13; G = 4; H = 11; I = 0
> O=C(OCC(=O)N(C1CCCCC1)C1CCCCC1)c1ccc(O)cc1
  A = 3; B = -2; C = -3; D = 1; E = 1; F = -11; G = 1; H = 2; I = -3
> N#CCCOC1(C#CCN2CCCC2)CCCCC1
  A = -2; B = 2; C = 8; D = 2; E = 6; F = -6; G = 0; H = -3; I = 5
> C=CCN1CCN(C(=O)CCCc2ccccc2)CC1
  A = -1; B = 6; C = 0; D = -7; E = -8; F = -6; G = 0; H = 12; I = 1
> CCn1cc(C(=O)Nc2sc(C)c(C)c2C(=O)OC)cn1
  A = -1; B = 0; C = 8; D = 4; E = -14; F = -3; G = 2; H = 6; I = -1
> CC(Sc1nncn1C)C(=O)Nc1nnc(C(C)C)s1 (stereo not given)
  A = 9; B = 0; C = -3; D = 1; E = -1; F = 4; G = 4; H = -9; I = 0
> CCc1ccccc1NS(=O)(=O)c1ccc2[nH]cc(C(=O)NCC3CCCO3)c(=O)c2c1 (stereo not given)
  A = -16; B = -4; C = 14; D = -7; E = -9; F = 7; G = -8; H = 8; I = 3

EBNA-1 inhibitor: entries above that show a hit.
structure	PAFAH1B3 inh	pPAFAH FP inh	EBNA-1 inhibitor	PAFAH2 FP inh	PREPL inhibitor	PAFAH1B2 inh
COC(=O)[C@H](Cc1ccccc1)NC(=O)O[C@H]1C(=O)c2ccc(OC)cc2O[C@@H]1c1ccc2c(c1)OCO2	nt	4	29*	nt	4	nt

Pulled one by one from above (two):
Key to letters: A = LYPLA2 counter; B = PAFAH1B3 inh; C = pPAFAH FP inh; D = EBNA-1 inhibitor; E = ZTA counter; F = PAFAH2 FP inh; G = LYPLA1 inh; H = PREPL inhibitor; I = PAFAH1B2 inh
> CN(C(=O)COC(=O)c1ccc(S(=O)(=O)N2CCOCC2)cc1)C1CCCCC1
  A = 5; B = 1; C = 3; D = 3; E = -15; F = 2; G = 2; H = 11; I = -2
> CCCCCCNC(=O)c1ncn[nH]1
  A = 1; B = -7; C = 0; D = -4; E = -5; F = -13; G = 4; H = 11; I = 0

New compounds follow:
Key to letters: A = LYPLA2 counter; B = PAFAH1B3 inh; C = pPAFAH FP inh; D = EBNA-1 inhibitor; E = ZTA counter; F = PAFAH2 FP inh; G = LYPLA1 inh; H = PREPL inhibitor; I = PAFAH1B2 inh
> C[C@H]1COC(=O)[C@@H](Cc2ccc(F)cc2)C/C=C\C[C@H](CC(=O)N(CCO)Cc2ccccc2)C(=O)N1
  A = nt; B = 8; C = 3; D = nt; E = nt; F = 3; G = nt; H = 25; I = 19
> COc1ccccc1Nc1nc2ccccc2n1C
  A = 5; B = 0; C = 28*; D = 1; E = 4; F = 3; G = 3; H = 6; I = -1
> Cc1ccc(OCC(=O)NCCCNC(=O)c2ccccn2)cc1C
  A = 0; B = 3; C = 2; D = 8; E = -12; F = -9; G = 2; H = -9; I = -2
> Cc1cccc(NC(=O)c2cccc(S(=O)(=O)N3CCCCC3)c2)c1
  A = 12; B = 1; C = 1; D = 1; E = -2; F = -7; G = -6; H = 1; I = 1
> CC(=O)Nc1ccc(NC2CCCCC2NS(=O)(=O)c2ccccc2)cc1 (stereo not given)
  A = -1; B = 5; C = 0; D = -3; E = -4; F = 11; G = 2; H = 2; I = 3
> COC(=O)c1ccc(NC(=S)NC2CC2)cc1
  A = 1; B = -6; C = 5; D = -3; E = -7; F = -11; G = -1; H = 6; I = 5
> CCOC(=O)C1(CCc2ccccc2)CCN(Cc2ccc(O)cc2)CC1
  A = 4; B = -3; C = 4; D = 9; E = 4; F = 0; G = 1; H = -92; I = 3
> O=C(Nc1ccc(Cl)cc1)Nc1ccc(Oc2cccnc2)nc1
  A = 18; B = 8; C = 6; D = 0; E = -4; F = -5; G = -6; H = 19; I = -3
> CCOC(=O)Nc1ccc2c(c1)N(C(=O)CCN1CCN(C)CC1)c1ccccc1S2
  A = 2; B = 0; C = 3; D = -8; E = -2; F = 6; G = 1; H = -5; I = 3
> COc1ccc(-n2c(C)ccc2C)c([N+](=O)[O-])c1
  A = 9; B = 5; C = 5; D = 4; E = 12; F = -2; G = 1; H = -1; I = 0
> CC(C)Nc1nnc(SCC(=O)Nc2sccc2C#N)s1
  A = -10; B = 3; C = 5; D = nt; E = -9; F = 8; G = -10; H = 16; I = 1
> CCc1ccccc1NC(=S)N(CCN1CCCCCC1)Cc1ccco1
  A = 7; B = -2; C = -1; D = -9; E = -4; F = -2; G = 2; H = 5; I = -3
> CCOC(=O)CSc1nc2c(sc(=S)n2-c2ccccc2OC)c(=O)n1-c1ccccc1OC
  A = 1; B = -1; C = 8; D = 11; E = -9; F = 0; G = 4; H = -12; I = -4
> CCN(C[C@H]1N[C@@](C)(C(=O)OC)[C@H]2C(=O)N(C)C(=O)[C@@H]12)C(=O)Nc1ccc(Cl)cc1
  A = nt; B = 8; C = 1; D = nt; E = nt; F = 1; G = nt; H = 6; I = 2
> CCCCCC1CC(CC(=O)O)C(=O)O1 (stereo not given)
  A = 1; B = 7; C = 3; D = -1; E = -10; F = -2; G = 0; H = 12; I = 7
> Cc1ccnc(NC(=O)CCC2COc3ccccc3O2)c1 (stereo not given)
  A = 3; B = 9; C = 9; D = -5; E = -14; F = 5; G = 3; H = -9; I = 1
> COc1ccc(NC(=O)Cc2nnc(SCC(=O)NC3CCCCC3)n2C)cc1
  A = 3; B = 2; C = 3; D = 8; E = 3; F = -13; G = 4; H = 6; I = 0
> CCC(=O)c1ccc(OCC(=O)N2CCN(c3ccccn3)CC2)cc1
  A = 10; B = 5; C = 1; D = 7; E = -4; F = -4; G = 10; H = -6; I = 1
> CC(=O)C1=C(C)NC(SCC(=O)c2ccccc2)=C(C#N)C1c1ccco1 (stereo not given)
  A = -1; B = nt; C = 10; D = 14; E = -10; F = nt; G = -6; H = 17; I = nt
> Cc1ccc(NC(=S)NNC(=O)CCn2cc(C)cn2)cc1
  A = -5; B = 5; C = -2; D = 6; E = -1; F = -2; G = -1; H = 5; I = 2

Individual results from the list.
Value of COc1ccccc1Nc1nc2ccccc2n1C in LYPLA1 inh: 3
Value of CC1=NNC(=O)C1CCC(=O)N/N=C\c1ccc(Cl)c(Cl)c1 (stereo not given) in pPAFAH FP inh: 4
Value of Cc1cccc(NC(=O)c2cccc(S(=O)(=O)N3CCCCC3)c2)c1 in EBNA-1 inhibitor: 1
Value of CC(Sc1nncn1C)C(=O)Nc1nnc(C(C)C)s1 (stereo not given) in ZTA counter: -1

The list is partial. The share of hits here may be higher or lower than overall.
